PAFAH1B3 FP inh = PAFAH1B3 enzyme inhibitors, primary screen, biochemical, fluorescence polarization, human | inhibition, % at 3.39 µM | recombinant PAFAH1B3, FP-rhodamine probe | AID 492972, 2010 | Platelet-activating factor acetylhydrolase IB subunit alpha1 (Homo sapiens), Q15102 | 340,000 compounds, 0.28% hits;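 active = inhibition above the screen-wide average of all tested compounds plus 3 SD, cut at about 25% in these data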;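 note: 0% = enzyme with DMSO only and 100% = wells lacking PAFAH1B3 protein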
PAD4 inh = human PAD4 inhibitors, primary screen, biochemical, fluorescence polarization, 1536-well format; Protein-arginine deiminase type-4 (Homo sapiens), Q9UM07; recombinant PAD4, RCA probe fluorescence polarization; inhibition, % at 6.36 µM; 330,000 compounds, 0.41% hits;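 active = percent inhibition above a cutoff equal to the mean of all tested compounds plus 3 SD, cut at about 15% in these data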;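 note: 0% = PAD4 with RCA probe and DMSO and 100% = probe without PAD4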
LYPLA2 counter = LYPLA2 inhibitors, primary screen, counter-screen for PME1 inhibitor project, biochemical, fluorescence polarization, FP-Rh probe ABPP; recombinant LYPLA2; AID 2177, 2009; inhibition, % at 5.9 µM; 320,000 compounds, 0.38% hits;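 active = inhibition above the screen-wide mean plus 3 SD, limit set per campaign, cut at about 26% in these data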;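 note: 0% = LYPLA2 with DMSO and 100% = wells lacking LYPLA2 enzyme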
Target sequence (O95372 whole entry, looked up): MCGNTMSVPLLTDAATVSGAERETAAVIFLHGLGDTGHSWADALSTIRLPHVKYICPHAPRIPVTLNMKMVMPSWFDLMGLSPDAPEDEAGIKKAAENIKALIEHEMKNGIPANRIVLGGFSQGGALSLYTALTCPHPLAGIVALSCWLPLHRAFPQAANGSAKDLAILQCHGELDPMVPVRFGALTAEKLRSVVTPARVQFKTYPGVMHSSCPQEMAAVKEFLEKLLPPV
pPAFAH inh = pPAFAH enzyme inhibitors, primary screen, biochemical, fluorescence polarization, human; Platelet-activating factor acetylhydrolase (Homo sapiens), Q13093; inhibition, % at 3.39 µM; recombinant pPAFAH, FP-rhodamine probe fluorescence polarization; 330,000 compounds, 1.5% hits;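 active = inhibition above the mean inhibition across the screen plus 3 SD, cut at about 25% in these data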;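 note: inhibitors block binding of the rhodamine activity-based probe so polarization drops; 0% = enzyme with DMSO and 100% = wells lacking pPAFAH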
Target sequence (Q13093 whole entry, looked up): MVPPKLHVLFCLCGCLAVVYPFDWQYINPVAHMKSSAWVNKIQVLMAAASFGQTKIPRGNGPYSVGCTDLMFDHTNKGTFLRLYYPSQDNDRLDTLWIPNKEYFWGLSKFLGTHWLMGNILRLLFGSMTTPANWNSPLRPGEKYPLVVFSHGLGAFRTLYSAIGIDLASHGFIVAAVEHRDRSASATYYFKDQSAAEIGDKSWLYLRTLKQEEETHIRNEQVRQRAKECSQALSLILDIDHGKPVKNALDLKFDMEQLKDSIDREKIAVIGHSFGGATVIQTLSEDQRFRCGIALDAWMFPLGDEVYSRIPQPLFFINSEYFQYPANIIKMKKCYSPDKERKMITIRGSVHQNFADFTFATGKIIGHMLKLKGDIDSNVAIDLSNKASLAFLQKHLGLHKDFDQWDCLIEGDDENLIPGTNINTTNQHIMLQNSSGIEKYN
LYPLA1 inh = LYPLA1 inhibitors, primary screen, counter-screen for PME1 inhibitor project, biochemical, fluorescence polarization, FP-Rh probe ABPP; 320,000 compounds, 0.16% hits; inhibition, % at 5.9 µM; AID 2174, 2009; recombinant LYPLA1;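 active = inhibition above the mean of all tested compounds plus 3 SD, set per campaign, cut at about 14% in these data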;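 note: inhibitors block serine hydrolase probe labeling of LYPLA1 so polarization falls; 0% = enzyme with DMSO and 100% = wells lacking LYPLA1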
PAFAH1B2 inh = PAFAH1B2 enzyme inhibitors, primary screen, biochemical, fluorescence polarization, human; Platelet-activating factor acetylhydrolase IB subunit alpha2 (Homo sapiens), P68402; recombinant PAFAH1B2, FP-rhodamine activity probe; inhibition, % at 3.39 µM; 340,000 compounds, 1.2% hits; AID 492953, 2010;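 active = inhibition above the mean of all tested compounds plus 3 SD, cut at about 24% in these data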;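 note: 0% = enzyme with DMSO and 100% = wells lacking PAFAH1B2; many of its hits are not listed in these tables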
PME-1 primary = PME-1 inhibitors via competitive probe labeling, primary screen, biochemical, fluorescence polarization, FP-Rh probe, HTS. recombinant PME-1. AID 2130, 2009. inhibition, % at 5.9 µM. 320,000 compounds, 0.53% hits. Protein phosphatase methylesterase 1 (Homo sapiens), Q9Y570;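 active = inhibition above the campaign mean of all compounds plus 3 SD, cut at about 26% in these data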;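 note: competitive labeling of PME-1 active site by serine hydrolase directed probe; 0% = PME-1 with DMSO and 100% = wells lacking PME-1 enzyme; inhibitors block probe labeling so polarization falls and inhibition rises; many of its hits are not listed in these tables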
Target sequence (Q9Y570 whole entry, looked up): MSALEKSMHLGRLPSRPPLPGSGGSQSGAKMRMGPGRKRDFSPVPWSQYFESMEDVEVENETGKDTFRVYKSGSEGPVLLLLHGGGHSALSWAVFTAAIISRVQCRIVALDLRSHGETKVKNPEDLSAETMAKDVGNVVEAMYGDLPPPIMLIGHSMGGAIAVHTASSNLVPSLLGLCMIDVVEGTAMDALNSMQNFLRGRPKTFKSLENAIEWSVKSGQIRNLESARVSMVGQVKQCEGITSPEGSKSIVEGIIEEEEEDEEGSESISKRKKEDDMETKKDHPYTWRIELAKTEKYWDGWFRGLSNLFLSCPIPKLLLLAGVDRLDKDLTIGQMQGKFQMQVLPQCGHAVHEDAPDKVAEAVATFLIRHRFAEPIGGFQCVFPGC
PAFAH2 inh = PAFAH2 enzyme inhibitors, primary screen, biochemical, fluorescence polarization, human; inhibition, % at 3.39 µM; 340,000 compounds, 0.99% hits; AID 492956, 2010; recombinant PAFAH2, FP-rhodamine activity probe;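 active = inhibition above the mean over all tested compounds plus 3 SD, cut at about 30% in these data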;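 note: inhibitors block probe labeling of enzyme so polarization drops; 0% = enzyme with DMSO and 100% = wells lacking PAFAH2 protein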
GSTO1 inh = inhibitors of recombinant GSTO1, primary screen, counter-screen for RBBP9 inhibitor project, biochemical, fluorescence polarization; Glutathione S-transferase omega-1 (Homo sapiens), P78417; activity-based probe fluorescence polarization; inhibition, % at 5.96 µM; 300,000 compounds, 1.1% hits; AID 1974, 2009;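 active = inhibition above the campaign mean inhibition plus 3 SD, cut at about 35% in these data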;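 note: 0% = GSTO1-1 with DMSO and 100% = wells lacking GSTO1-1 enzyme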
An asterisk follows results filed as active. Not all compounds are listed (hit frequency here may not be typical).

For C=CCOC(=O)C1=C[C@@H](c2ccc3c(c2)OCO3)C[C@@H](OCCCCO)O1 the results were PAFAH1B3 FP inh 7, PAD4 inh -4, LYPLA2 counter -4, pPAFAH inh 14, LYPLA1 inh -1, PAFAH1B2 inh 1, PME-1 primary 1, PAFAH2 inh 0 and GSTO1 inh 6.
Screening N=c1c(C(=O)NC2CCCCC2)cc2c(=O)n3ccccc3nc2n1Cc1cccnc1 returned PAFAH1B3 FP inh -4, PAD4 inh 0, LYPLA2 counter -5, pPAFAH inh 1, LYPLA1 inh 0, PAFAH1B2 inh 4, PME-1 primary -5, PAFAH2 inh 0 and GSTO1 inh -1.
Screening COc1ccc(C(=O)NC2CCN(C(=S)Nc3ccc(C)cc3)CC2)cc1 returned PAFAH1B3 FP inh 17, PAD4 inh -1, LYPLA2 counter 1, pPAFAH inh 0, LYPLA1 inh 2, PAFAH1B2 inh 1, PME-1 primary 1, PAFAH2 inh 0 and GSTO1 inh 3.
CCCCN1C(=O)c2ccc(C(=O)Nc3ccccc3N3CCOCC3)cc2C1=O was read as PAFAH1B3 FP inh 6, PAD4 inh 2, LYPLA2 counter 6, pPAFAH inh 6, LYPLA1 inh 0, PAFAH1B2 inh 1, PME-1 primary 3, PAFAH2 inh -4 and GSTO1 inh -4.
Screening COC(=O)c1ccccc1NC(=O)NCCc1ccccc1OC returned PAFAH1B3 FP inh 2, PAD4 inh -7, LYPLA2 counter 4, pPAFAH inh -3, LYPLA1 inh 1, PAFAH1B2 inh 5, PME-1 primary 1, PAFAH2 inh 15 and GSTO1 inh 3.
`COC(=O)c1cc(CN2CCN(c3ccccc3)CC2)ccc1O` gave PAFAH1B3 FP inh 9, PAD4 inh 2, LYPLA2 counter -1, pPAFAH inh 7, LYPLA1 inh -3, PAFAH1B2 inh 3, PME-1 primary 0, PAFAH2 inh 6 and GSTO1 inh 0.
For COc1ccc(Cc2nnc(NC(=O)CSc3ccccc3)s2)cc1OC the results were PAFAH1B3 FP inh 3, PAD4 inh -3, LYPLA2 counter 6, pPAFAH inh 3, LYPLA1 inh 2, PAFAH1B2 inh -22, PME-1 primary 1, PAFAH2 inh 6 and GSTO1 inh -7.
Screening Cc1csc(Nc2ccc(Cl)cc2)n1 returned PAFAH1B3 FP inh 5, PAD4 inh -4, LYPLA2 counter 5, pPAFAH inh 12, LYPLA1 inh -1, PAFAH1B2 inh 4, PME-1 primary 8, PAFAH2 inh 6 and GSTO1 inh 10.
c1ccc(CN2CCC3(CC2)Nc2ccccc2S3)cc1 was read as PAFAH1B3 FP inh 2, PAD4 inh 4, LYPLA2 counter 0, pPAFAH inh 9, LYPLA1 inh 1, PAFAH1B2 inh 5, PME-1 primary 1, PAFAH2 inh 7 and GSTO1 inh -9.
`Cc1ccc(NC(=O)c2cc3ccccc3cc2O)cc1` gave PAFAH1B3 FP inh 5, PAD4 inh 0, LYPLA2 counter -2, pPAFAH inh 12, LYPLA1 inh -1, PAFAH1B2 inh 5, PME-1 primary 1, PAFAH2 inh 3 and GSTO1 inh -1.
`O=C(CSCc1nc2ccccc2[nH]1)N1CCN(c2ccc(F)cc2)CC1` gave PAFAH1B3 FP inh 9, PAD4 inh -2, LYPLA2 counter -1, pPAFAH inh 4, LYPLA1 inh -4, PAFAH1B2 inh 13, PME-1 primary -1, PAFAH2 inh -1 and GSTO1 inh 3.
For Cc1cc(C(=O)Nc2ccon2)ccc1[N+](=O)[O-] the results were PAD4 inh 3, LYPLA2 counter 1, pPAFAH inh -2, LYPLA1 inh -1, PME-1 primary -4 and GSTO1 inh 5.
COc1ccc(NC(=O)c2cc(C)no2)cc1Cl was read as PAFAH1B3 FP inh -9, PAD4 inh -2, LYPLA2 counter -3, pPAFAH inh -9, LYPLA1 inh -5, PAFAH1B2 inh 1, PME-1 primary -3, PAFAH2 inh -7 and GSTO1 inh 4.
`CCOC(=O)/C(C#N)=C/c1c(N2CCN(c3ccccc3)CC2)nc2ccccn2c1=O` gave PAFAH1B3 FP inh 7, PAD4 inh 0, LYPLA2 counter -21, pPAFAH inh -8, LYPLA1 inh -5, PAFAH1B2 inh 1, PME-1 primary -6, PAFAH2 inh 0 and GSTO1 inh 4.
CCOC(=O)/C=C/C(=O)Nc1ccccc1-c1ccccc1NC(=O)/C=C/C(=O)OCC was read as PAFAH1B3 FP inh -5, PAD4 inh -5, LYPLA2 counter -4, pPAFAH inh 3, LYPLA1 inh -3, PAFAH1B2 inh 7, PME-1 primary -7, PAFAH2 inh -6 and GSTO1 inh 4.
For Cc1ccc(C(=O)Nc2cccnc2Oc2ccc(Cl)cc2)cc1 the results were PAFAH1B3 FP inh 8, PAD4 inh -2, LYPLA2 counter 1, pPAFAH inh 2, LYPLA1 inh 0, PAFAH1B2 inh 1, PME-1 primary 3, PAFAH2 inh 6 and GSTO1 inh 1.
For C=C(C)C1CC=C(CN2CCN(Cc3ccccc3)CC2)CC1 (stereo not given) the results were PAFAH1B3 FP inh 10, PAD4 inh 1, LYPLA2 counter 4, pPAFAH inh 1, LYPLA1 inh 1, PAFAH1B2 inh 3, PME-1 primary 4, PAFAH2 inh -4 and GSTO1 inh 2.
Screening CC(C)COCC1CC2(CC(C)C(=O)CC2=O)C(=O)O1 (stereo not given) returned PAFAH1B3 FP inh 4, PAD4 inh -2, LYPLA2 counter 1, pPAFAH inh 1, LYPLA1 inh -1, PAFAH1B2 inh 3, PME-1 primary 2, PAFAH2 inh -1 and GSTO1 inh 1.
For C#CC1(NC(=O)NC(C)C)CCCCC1 the results were PAFAH1B3 FP inh 3, PAD4 inh -2, LYPLA2 counter 2, pPAFAH inh 1, LYPLA1 inh -3, PAFAH1B2 inh 1, PME-1 primary -1, PAFAH2 inh 1 and GSTO1 inh 1.
`CCC(=O)Nc1ccc(C(=O)CSc2nnc(-c3ccc(O)cc3)n2CC2CCCO2)cc1OC` (stereo not given) gave PAFAH1B3 FP inh 6, PAD4 inh 0, LYPLA2 counter 1, pPAFAH inh -2, LYPLA1 inh -2, PAFAH1B2 inh -1, PME-1 primary -1, PAFAH2 inh 7 and GSTO1 inh 3.
Screening Cc1ccc(C)c(OCCCC(=O)Nc2nccs2)c1 returned PAFAH1B3 FP inh -3, PAD4 inh -2, LYPLA2 counter 0, pPAFAH inh 0, LYPLA1 inh 1, PAFAH1B2 inh -2, PME-1 primary -7, PAFAH2 inh 2 and GSTO1 inh -17.
CCOC(=O)C1CCN(C(=O)COc2ccc(N(C)S(=O)(=O)c3cccs3)cc2)CC1 was read as PAFAH1B3 FP inh 8, PAD4 inh 3, LYPLA2 counter 3, pPAFAH inh 9, LYPLA1 inh -3, PAFAH1B2 inh 0, PME-1 primary 1, PAFAH2 inh 4 and GSTO1 inh -3.
`Cc1cc(C(=O)COC(=O)C2=NNC(=O)CC2)c(C)n1-c1ccccc1` gave PAFAH1B3 FP inh -4, PAD4 inh -1, LYPLA2 counter 4, pPAFAH inh 6, LYPLA1 inh 1, PAFAH1B2 inh 10, PME-1 primary 0, PAFAH2 inh 5 and GSTO1 inh -3.
Screening COc1ccc(-c2noc(CN(C)C3CCOCC3)n2)cc1 returned PAFAH1B3 FP inh 10, PAD4 inh 2, LYPLA2 counter -1, pPAFAH inh 7, LYPLA1 inh 0, PAFAH1B2 inh 0, PME-1 primary 2, PAFAH2 inh 1 and GSTO1 inh -3.
For CCOC(=O)NC(=O)/C(C=Nc1ccc(Cl)cc1)=C(\C)O the results were PAFAH1B3 FP inh 6, PAD4 inh -1, LYPLA2 counter -1, pPAFAH inh -1, LYPLA1 inh -1, PAFAH1B2 inh 1, PME-1 primary -2, PAFAH2 inh 1 and GSTO1 inh -4.
`CCOC(CCn1ccc(O)c(Cc2ccc(Cl)cc2)c1=O)OCC` gave PAFAH1B3 FP inh 5, PAD4 inh 0, LYPLA2 counter 1, pPAFAH inh 4, LYPLA1 inh 3, PAFAH1B2 inh 6, PME-1 primary 1, PAFAH2 inh 4 and GSTO1 inh -2.
`CC(=O)Nc1cccc(C(=O)/C=C/c2ccc(/C=C/C(=O)c3cccc(NC(C)=O)c3)cc2)c1` gave PAD4 inh -7, LYPLA2 counter -15, pPAFAH inh -18, LYPLA1 inh -9, PME-1 primary -12 and GSTO1 inh -5.
Screening COc1ccc(NS(=O)(=O)c2ccc(C(=O)Nc3c(C)n(C)n(-c4ccccc4)c3=O)cc2)cc1 returned PAFAH1B3 FP inh 7, PAD4 inh 0, pPAFAH inh 17, PAFAH1B2 inh -1 and PAFAH2 inh -7.
`O=C(N/N=C/c1cnc2ccccc2n1)c1cccc(F)c1` gave PAFAH1B3 FP inh 11, PAD4 inh 2, LYPLA2 counter -4, pPAFAH inh -3, LYPLA1 inh -3, PAFAH1B2 inh 6, PME-1 primary -10, PAFAH2 inh -3 and GSTO1 inh -3.
For CC(C)(C)[C@H]1C=C(C(=O)NC2CC2)O[C@@H](OCCCCO)C1 the results were PAFAH1B3 FP inh 0, PAD4 inh -2, LYPLA2 counter -5, pPAFAH inh 7, LYPLA1 inh 2, PAFAH1B2 inh -1, PME-1 primary 5, PAFAH2 inh 5 and GSTO1 inh 3.
O=S(=O)(Nc1cccc(-c2nnco2)c1)c1ccc(Cl)cc1 was read as PAFAH1B3 FP inh 6, PAD4 inh -4, LYPLA2 counter 5, pPAFAH inh 0, LYPLA1 inh 7, PAFAH1B2 inh 23, PME-1 primary 1, PAFAH2 inh 5 and GSTO1 inh 6.
Screening CCNC(=S)N1CCC(C(=O)c2ccc3c(c2)OCCO3)CC1 returned PAFAH1B3 FP inh 6, PAD4 inh -3, LYPLA2 counter -1, pPAFAH inh 3, LYPLA1 inh 0, PAFAH1B2 inh 5, PME-1 primary -6, PAFAH2 inh 4 and GSTO1 inh 14.
`COC(CNC(=O)C1CC(=O)N(CCc2ccc(C)cc2)C1)OC` (stereo not given) gave PAFAH1B3 FP inh -5, PAD4 inh -2, LYPLA2 counter 1, pPAFAH inh 4, LYPLA1 inh 1, PAFAH1B2 inh 5, PME-1 primary -4, PAFAH2 inh 4 and GSTO1 inh -6.
For Cc1ccc(C(=O)c2cc3c(cc2N)OCCO3)cc1 the results were PAFAH1B3 FP inh 7, PAD4 inh -1, LYPLA2 counter -8, pPAFAH inh 5, LYPLA1 inh 3, PAFAH1B2 inh 1, PME-1 primary 9, PAFAH2 inh 5 and GSTO1 inh -1.
Screening CCCn1c(N)c(C(=O)CSc2nc3ccccc3n2CCC#N)c(=O)n(C)c1=O returned PAFAH1B3 FP inh 7, PAD4 inh -1, LYPLA2 counter 7, pPAFAH inh 4, LYPLA1 inh 0, PAFAH1B2 inh 6, PME-1 primary -1, PAFAH2 inh 3 and GSTO1 inh -2.

Assay outcomes from PubChem.
